Bioassay records as filed in PubChem.
Myeloid diff MLP – compounds promoting myeloid differentiation. ER-HoxA9 myeloid progenitors, lysozyme-GFP differentiation, flow cytometry. calls only at 10 µM. 1% of 360,000 active. AID 624256;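 active = normalized GFP-positive differentiation at or above the plate's own cutoff, the solvent-only control mean plus 3 SD; inconclusive = no clear call, values can overlap the other calls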;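 note: cells exposed to compound for four days before flow analysis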
KOR beta-arrestin-1 – kappa opioid receptor blockers – cell-based, luminescence, uHTS (AID 1778); KOR beta-arrestin recruitment, luminescence, antagonist mode; higher % means a stronger effect; 0.091% of 290,000 active; one-dose inhibition, % at 10 µM; IC50 in µM for titrated hits; note: strong numbers were not always called active
PhoP inhibition – PhoP-dependent GFP reporter repression – Salmonella Typhimurium, primary screen (AID 1863); S. Typhimurium PhoP-regulated promoter GFP reporter, 4 h; higher % means a stronger effect; 0.16% of 300,000 active; one-dose inhibition, % at 50 µM; IC50 in µM for titrated hits;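 active = inhibition over 29.93%, a cutoff 3 SD above the screen mean, later confirmed by dose response; inconclusive = inhibition over 29.93% but no dose response follow-up; inactive = inhibition at most 29.93% or unconfirmed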;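 note: 0% = low Mg2+ inducing control and 100% = high Mg2+ repressing control; strong numbers were not always called active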
NOD1 inhibition – NOD1 signaling inhibitors, primary screen, cell-based, luminescence, uHTS (AID 1578); 1% of 290,000 active; NOD1-driven NF-kB luciferase reporter cells, luminescence; higher % means a stronger effect; inhibition, % at 4 µM, or EC50 in µM where a hit was titrated; in the data active = inhibition mostly above about 36%, no sharp cut-off; inactive = mostly below about 34%;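 note: HEK-293T reporter cells stimulated with the NOD1 agonist gamma-tri-DAP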
KOR beta-arrestin-2 – KOR agonists, beta-arrestin recruitment, primary screen, cell-based, luminescence, uHTS (AID 1777) | activation, % at 10 µM, or EC50 in µM where a hit was titrated | KOR beta-arrestin recruitment, luminescence; higher % means a stronger effect | 0.02% of 280,000 active; in the data active = activation above about 50%, passing the limit was not always enough; note: a part of the inactive calls stands beside numbers as strong as those of hits
HIV peptide binding – inhibitors of HIV fusion peptide binding, primary screen, biochemical, uHTS, fluorescence dequenching (AID 1986). cell-free peptide binding, fluorescence dequenching, 30 min; higher % means a stronger effect. one-dose inhibition, % at 20 µM; IC50 in µM for titrated hits. 0.3% of 290,000 active; in the data active = inhibition mostly above about 52%, no sharp cut-off; inactive = mostly below about 76%; note: some results filed as inactive read as strong as hits
LYP phosphatase – inhibitors of LYP phosphatase, biochemical, fluorescence intensity, uHTS (AID 1779); recombinant LYP phosphatase, fluorescence intensity; higher % means a stronger effect; inhibition, % at 11.5 µM; hits with a dose series show IC50 in µM; 0.054% of 290,000 active;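 note: plate controls were vehicle with enzyme for no effect and no enzyme for full effect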
NOD2 inhibition – inhibition of NOD2-driven NF-kB reporter – cell-based, luminescence, uHTS, HEK293 (AID 1566); HEK293 NOD2/NF-kB luciferase reporter, luminescence; higher % means a stronger effect; inhibition, % at 4 µM, or EC50 in µM where a hit was titrated; 0.63% of 290,000 active; note: many of its hits are not listed in these tables
Siah-1 displacement – Siah-1 peptide-binding antagonists, primary screen, biochemical, fluorescence polarization, rhodamine-plectin, uHTS (AID 1817); displacement, % at 20 µM; hits with a dose series show IC50 in µM; Siah-1 / rhodamine-plectin peptide fluorescence polarization; higher % means a stronger effect; 0.02% of 290,000 active;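 active = displacement of at least 50% at 20 µM, with a fluorescence ratio check between 0.3 and a set limit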;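 note: plate controls were Siah plus tracer with DMSO for no effect and tracer alone without Siah for full effect; strong numbers were not always called active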
Myeloid diff MLP GFP+ MAC1+ % – recorded beside Myeloid diff MLP, whose call it bears; GFP+ MAC1+ double positive, %; measured here: differentiation confirmed by MAC1 staining
An asterisk follows results filed as active; i = inactive; ? = inconclusive; . = no result given; + = active, no number; [ ] = another dose, or the depositor's remark. Cut-off read from the data, not from the text of the source, unless noted: active = inhibition above about 50%; inactive = the rest. This is a subset (hit frequency here may not be typical).

SMILES	Myeloid diff MLP	Myeloid diff MLP GFP+ MAC1+ %	KOR beta-arrestin-1	PhoP inhibition	NOD1 inhibition	KOR beta-arrestin-2	HIV peptide binding	LYP phosphatase	NOD2 inhibition	Siah-1 displacement
COc1ccccc1-c1nnc(C2CCN(S(=O)(=O)c3ccccc3[N+](=O)[O-])CC2)o1	i	2.7	-21%	-9%	0%	-1.6%	1.3%	-10%	17%	15%
CC(NC(=O)c1c(F)cccc1Cl)c1ccc(-n2ccnc2)cc1 (stereo not drawn)	i	0.5	-6%	-4%	-18%	3.7%	0.6%	0%	7%	-1%
CCN1CCN(C(=S)NCC2CCCO2)CC1 (stereo not drawn)	i	0.4	-4%	-11%	-14%	0.8%	-1.1%	-6%	20%	-4%
COC(=O)C1CC23C=CCN4CCC5(c6ccccc6NC15C2C)C43 (stereo not drawn)	.	.	-101%	-1%	47%*	20%	-0.5%	-4%	-20%	-7%
O=C(O)CSc1cc(NS(=O)(=O)c2ccc(Br)cc2)c2ccccc2c1O	i	0.5	13%	0%	6%	-1.6%	21%	-2%	57%*	-5%
COc1ccc(C)cc1N(CC(=O)NC1CCCC1)C(=O)Cn1nnc(-c2ccc(C)o2)n1	i	1.5	2%	.	-6%	0.1%	-0.3%	-14%	12%	0%
O=C(NCc1ccccc1)C1CCCN(S(=O)(=O)c2cccs2)C1 (stereo not drawn)	i	3.4	7%	2%	-17%	-1.3%	-0.7%	3%	6%	4%
Cc1ccc(CN2CCCCC2C(=O)Nc2ccc(Oc3cccnc3)cc2)o1 (stereo not drawn)	.	.	-61%	0%	-3%	-3.5%	1.7%	-3%	-21%	0%
CCCCCn1nc(C(=O)OCC(=O)c2c(N)n(C)c(=O)n(C)c2=O)c2ccccc2c1=O	i	0.7	-13%	-5%	2%	-2.7%	-2.6%	2%	12%	-6%
Cn1cc(Br)c(NC(=O)/C=C/C(=O)O)n1	i	0.4	19%	-4%	2%	1.2%	-1.1%	-5%	18%	4%
CCC(=O)Nc1c(-c2ccc3ccccc3c2)nc2ccccn12	i	2.7	-9%	-6%	2%	-5.6%	1.5%	-5%	-13%	1%
CC(C)C1NC(=S)N(Cc2ccccc2)C1=O (stereo not drawn)	i	1.1	5%	-11%	-1%	-1.8%	1.6%	-7%	6%	0%
CCN(CC)C(=O)c1ccc(Nc2nnc(-c3ccc(O)cc3)c3ccccc23)cc1	i	0.3	-27%[20 µM]	4%	73%*	9.0%	-1.9%	-8%	28%	-6%
COc1ccc(-n2c(SCC(=O)NCC3CCCO3)nc3c(c2=O)SCC3)cc1 (stereo not drawn)	i	1.2	-13%	-8%	-17%	2.9%	0.3%	-2%	-10%	-1%
CCn1cc(Cl)c(C(=O)NNC(=O)CCn2nc(C)c([N+](=O)[O-])c2C)n1	i	0.3	19%	-11%	-14%	-0.3%	-1.3%	-7%	3%	5%
COc1ccc(NC(=S)N(CCN(C)C)Cc2cccs2)cc1	i	0.5	3%	-3%	-23%	-4.7%	0.0%	-6%	9%	7%
CC1=NN(Cc2ccccc2)C(=O)/C1=C\c1ccc(N(C)C)cc1	i	0.9	-35%	16%	-23%	-5.2%	-3.1%	5%	6%	11%
Cc1nnc(SCC(=O)N2CCc3ccccc3C2)s1	i	0.2	12%	6%	-1%	-3.3%	-1.2%	-6%	5%	2%
O=C(CSC1=NCCS1)Nc1ccc(S(=O)(=O)NC2CCCCC2)cc1	i	5.8	-5%	0%	-4%	3.7%	13%	-8%	-15%	4%
COc1ccc(C(C(=O)NC2CCCC2)N(CCN(C)C)C(=O)c2snc(C(N)=O)c2N)cc1 (stereo not drawn)	i	1.4	-19%	-3%	-30%	0.8%	-0.9%	-4%	9%	2%
CNC(=O)CSc1n[nH]c(-c2cc(Cl)ccc2OC)n1	i	0.0	3%	9%	-36%	-3.8%	2.1%	-3%	8%	-2%
Clc1ccc(Nc2nc(N3CCOCC3)nc(N3CCOCC3)n2)cc1Cl	?	.	-10%	-1%	7%	-1.0%	0.5%	-3%	9%	4%
COCCCNC(=S)N1CCN(c2nc(-c3cccc(OC)c3)cs2)CC1	i	0.5	-3%	5%	-9%	-2.0%	-0.7%	-3%	15%	5%
Cc1cccc(-n2c(O)c(C=NCc3ccccn3)c3ccccc3c2=O)c1	i	0.7	7%	-1%	12%	-0.5%	8.0%	-7%	13%	-1%
O=C(Nc1ccc(S(=O)(=O)Nc2ncccn2)cc1)C12CC3CC(CC(C3)C1)C2	i	2.0	8%	-3%	-3%	-1.8%	3.8%	-8%	-15%	-1%
Cc1onc(-c2ccccc2Cl)c1C(=O)NCc1ccccc1	i	7.6	-20%	4%	-3%	4.5%	0.1%	0%	-5%	2%
Cc1ccc(S(=O)(=O)N(C)CC(=O)O/N=C(\N)c2ccc([N+](=O)[O-])cc2)cc1	i	0.3	-23%	4%	3%	-6.3%	3.5%	-2%	15%	-1%
Cc1cc(NS(=O)(=O)c2ccc(NC(=O)CCCOc3ccc(Cl)cc3)cc2)no1	i	0.8	-14%	1%	16%	-4.4%	-2.0%	-7%	15%	-3%
CCCc1[nH]n(-c2nc3ccccc3s2)c(=O)c1C=NCCCOC	i	0.3	2%	-7%	5%	5.6%	14%	-1%	20%	5%
CC(C)NC(=O)CCCn1c(=S)[nH]c2cc3c(cc2c1=O)OCO3	i	1.1	-11%	-3%	6%	0.3%	0.1%	2%	12%	2%
Cc1ccc(NC(=O)CN(c2ccccc2)S(=O)(=O)N(C)C)cc1	i	0.5	15%	5%	-21%	-0.2%	2.3%	6%	-7%	-4%
Cc1ccccc1CCNC(=O)C1CCCN(c2cnccn2)C1 (stereo not drawn)	i	1.6	-36%	-12%	-3%	-0.4%	1.2%	-8%	14%	-4%
Cc1ccccc1-c1ccc(Nc2ccc(N3CCOCC3)cc2)nn1	i	4.8	7%	-2%	-26%	-1.4%	-0.8%	-1%	5%	0%
CN(C)CCNC(=O)c1csc(Nc2cccc3ccccc23)n1	i	0.5	-56%[20 µM]	-7%	-11%	9.4%	-1.0%	2%	6%	-5%
CCc1nnc(NC(=O)CCc2ccccc2OC)s1	+	3.6*	-40%	-7%	16%	5.5%	2.3%	-2%	-6%	3%
CCCCC(CC)C(=O)NCCCN1CCN(CCCNC(=O)C(CC)CCCC)CC1 (stereo not drawn)	i	0.5	-6%	6%	-2%	1.3%	-0.3%	-6%	2%	1%
CCOc1ccc(-n2cc(C(=O)Nc3cccc(OC)c3)c3cc(OC)c(OC)cc3c2=O)cc1	i	2.0	28%	-13%	20%	-5.2%	-0.7%	-3%	10%	1%
Cc1c(C(=O)NC(C)c2ccccc2)c(-c2ccccc2)nn1-c1ccccc1 (stereo not drawn)	i	0.9	-9%	-8%	31%	7.1%	-1.7%	0%	8%	-4%
O=CN1CCCN(C(=O)CC2C(=O)NCCN2Cc2cccc(Oc3ccccc3)c2)CC1 (stereo not drawn)	i	0.8	-2%	-6%	-7%	-0.8%	-0.8%	-7%	6%	-5%
CCCCCCCC1(C)NC(=O)N(CC(=O)Nc2cc(C)on2)C1=O (stereo not drawn)	i	0.5	-23%	10%	-4%	-0.5%	-0.9%	-6%	9%	6%
CC(C)(C)c1ccc(-n2ncc3c2CCCC3NC(=O)CN2CCCCC2=O)cc1 (stereo not drawn)	i	0.5	-25%	-2%	-4%	-0.8%	-0.9%	-8%	28%	-3%
O=C1CCN(S(=O)(=O)c2cccs2)c2ccc(C(F)(F)F)cc2N1	i	0.1	21%	0%	-4%	-3.4%	-0.9%	-3%	1%	-4%
COCCN(C(=S)Nc1ccccc1C)C(C)c1cccs1 (stereo not drawn)	i	1.0	11%	6%	20%	0.2%	-1.8%	-7%	-12%	-4%
O=C(OC1CCOC1=O)c1cncc(Br)c1 (stereo not drawn)	i	0.5	4%	-2%	-7%	1.6%	-1.4%	1%	-6%	-3%
Cc1ccc(NC(=O)C(C)Sc2nnc(C)n2CC2CCCO2)cc1 (stereo not drawn)	i	2.3	-44%	.	-4%	-0.8%	-1.2%	-11%	3%	-7%
Nc1ccc(/C=C/C(=O)c2ccco2)cc1	i	1.7	6%	9%	-27%	1.8%	26%	0%	-3%	-6%
COc1ccc(C(=O)NC(=S)NCc2cccnc2)cc1Cl	i	5.8	-36%	0%	-8%	2.7%	0.7%	-5%	1%	-3%
Cc1nn(C)cc1CNC(=O)Nc1cccc(Cl)c1	i	0.2	-38%	-6%	-42%	1.0%	-0.3%	-12%	-50%	2%
Cc1ccc(-c2cc(C(=O)OCC(=O)N(C)C3CCS(=O)(=O)C3)c3ccccc3n2)o1 (stereo not drawn)	i	0.2	-26%	7%	-23%	1.1%	-0.3%	-7%	-7%	4%
O=C(c1ccco1)N1CCN(c2ncnc3c2[nH]c2ccccc23)CC1	.	.	-54%	31%	46%	3.4%	2.5%	-5%	21%	-6%

Arranged by molecular weight (low to high): part of the list above.
SMILES	Myeloid diff MLP	Myeloid diff MLP GFP+ MAC1+ %	KOR beta-arrestin-1	PhoP inhibition	NOD1 inhibition	KOR beta-arrestin-2	HIV peptide binding	LYP phosphatase	NOD2 inhibition	Siah-1 displacement
Cc1nn(C)cc1CNC(=O)Nc1cccc(Cl)c1	i	0.2	-38%	-6%	-42%	1.0%	-0.3%	-12%	-50%	2%
O=C(OC1CCOC1=O)c1cncc(Br)c1 (stereo not drawn)	i	0.5	4%	-2%	-7%	1.6%	-1.4%	1%	-6%	-3%
O=C(c1ccco1)N1CCN(c2ncnc3c2[nH]c2ccccc23)CC1	.	.	-54%	31%	46%	3.4%	2.5%	-5%	21%	-6%

(more compounds)
SMILES	Myeloid diff MLP	Myeloid diff MLP GFP+ MAC1+ %	KOR beta-arrestin-1	PhoP inhibition	NOD1 inhibition	KOR beta-arrestin-2	HIV peptide binding	LYP phosphatase	NOD2 inhibition	Siah-1 displacement
COc1ccc(CNC(=O)c2cnn3c(C(F)F)cc(C)nc23)cc1OC	i	4.0	-15%	1%	6%	-1.2%	-2.1%	4%	15%	-1%
O=C(N/C(=C/c1ccco1)C(=O)N1CCCCC1)c1cccs1	i	4.9	37%	-13%	-22%	-2.5%	6.2%	-3%	9%	5%
Cc1nc2ccccc2c(=O)n1NC(=O)c1ccccc1[N+](=O)[O-]	i	0.1	-24%	-6%	-34%	2.1%	-0.4%	0%	-1%	-4%
CN(C)/C=C(\C#N)C(=O)c1cccnc1Oc1cccc(F)c1	i	1.1	-15%	-1%	20%	-0.5%	4.1%	-4%	-1%	4%
CCc1ccc(N(CC)C(=O)c2cn(C)c(=O)c3ccccc23)cc1	i	0.4	-14%	-4%	1%	0.0%	0.6%	0%	-5%	-1%
Cc1cc(C)c(NC(=O)c2ccc3c(c2)CCN3S(C)(=O)=O)c(C)c1	i	0.0	13%	-4%	-5%	-9.1%	-0.9%	-10%	12%	-1%
Cc1[nH]nc(SCC(=O)NCc2ccc(Cl)cc2)c1[N+](=O)[O-]	i	0.8	-7%	-7%	-34%	5.4%	1.6%	3%	-38%	7%
CC(C)Oc1cccc(-c2cc(C(=O)NN3CCOCC3)c3ccccc3n2)c1	i	4.1	4%	6%	-1%	-3.8%	-0.7%	-5%	11%	-7%
